# Lipid storage S3: qHTS Assay for Lipid Storage Modulators in Drosophila S3 Cells | Drosophila S3 cells, BODIPY lipid droplet fluorescence, 18-24 h; cells fed with added oleic acid | lipid storage change, negative = inhibition, % at the top dose, mostly 46.1 µM; hits show Potency in µM | hit rate 0.64% among 320,000; active means well fitted inhibition curve with a large enough effect in the signal ratio, with a control signal flat, not every such curve was filed as active; inconclusive means small, poorly fitted or top-dose-only effect, or effect the other way, or a change in a side signal; the % refers to the signal ratio
#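 Drosophila S3 cells loaded with oleic acid (400 uM, as added) and compounds at several concentrations; lipid droplets imaged by 488-nm laser-scanning cytometry, 500–530 nm intensity and object ratio to cell channel. Percent activity normalized to 20 uM Triacsin C.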
# Lipid storage S3 cell count max: recorded beside Lipid storage S3, whose call it bears; cell number change, %; measured here: cell count max response;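 cells counted by Cell Tracker Red CMTPX staining in the red channel; peak over a dose series mostly up to 46.1 µM; percent activity relative to internal control wells on each plate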
# * = called active by the depositor; i = inactive; ? = inconclusive; / = not tested or not shown; [ ] = remark or other dose. On the % scale 0 is the no-effect control and ±100 the full control effect; potency means the concentration at half of the fitted maximal effect. This is a subset (hit frequency here may not be typical).
# Every second line gives: Lipid storage S3 cell count max	Lipid storage S3
CC(C)c1ccc(NC2CCCN(C(=O)c3ccsc3)C2)cc1 (centres undefined)
 : /	?
COC(=O)c1ccc(CSc2nc(-c3ccccc3)cs2)o1
 : -11	13%
COc1ccc(OC)c(S(=O)(=O)N(C)CC(=O)N2CCN(c3ccc(F)cc3)CC2)c1
 : /	i
O=c1c2ccccc2nnn1CSc1nnc2sc3ccccc3n12
 : /	i
Cn1c(=O)c(C(=O)CN2CCN(S(=O)(=O)c3ccccc3)CC2)c(N)n(Cc2ccccc2)c1=O
 : 4	24%
Cc1ccc(OCC(=O)Nn2cnc3ccccc32)cc1
 : -3	-6%
CCn1nnnc1SCC(=O)NC1CCCC1
 : -12	17%
C/C(=N\NC(=O)CN1CCOCC1)C(C)(C)C
 : /	?
O=C(c1ccccc1F)N1CCN(Cc2ccc3c(c2)OCO3)CC1
 : 11	i
CC(C)CCn1c(Oc2ccc(Cl)cc2)nc2c1c(=O)n(C)c(=O)n2C
 : /	?
N=C1C(c2nc(-c3ccc(Cl)cc3)cs2)=C(O)CN1NC(=O)c1ccc(O)cc1
 : /	?
Cc1ccc2nc(-c3ccccc3)cc(C(=O)N3CCc4ccccc4C3)c2c1
 : -6	-7%
Cc1nc(Nc2ccccc2)sc1C(=O)c1ccc(F)cc1
 : /	?
CCc1cccc(C)c1NC(=O)c1cc(C)oc1C
 : /	?
CCCCNC(=O)c1sc(=S)n2c1[nH]c(=O)c1ccccc12
 : -13	2%

# The list goes on; it opens with the 2 that closed the last part.
# Every second line gives: Lipid storage S3 cell count max	Lipid storage S3
CCc1cccc(C)c1NC(=O)c1cc(C)oc1C
 : /	?
CCCCNC(=O)c1sc(=S)n2c1[nH]c(=O)c1ccccc12
 : -13	2%
Cc1cc(C)n2nc(C(=O)NCc3cccc(C(F)(F)F)c3)nc2n1
 : /	?
COC(=O)c1sccc1NC(=O)CNC(=O)c1ccccc1
 : /	7%
Cc1ccc(C=Nc2ccccc2C(=O)Nc2ccccc2)cc1
 : 1	9%
Cc1cc(NC(=O)Cn2nnc(-c3ccccc3N)n2)no1
 : /	?
Cn1c(C(=O)NCc2ccccn2)cc2c(=O)n3ccccc3nc21
 : 5	3%
C=CCn1c(-c2csc(-c3ccccc3)n2)n[nH]c1=S
 : /	?
Nc1nc(CN2CCN(c3ccccn3)CC2)nc(Nc2ccc(Cl)cc2)n1
 : /	?
Nc1c(S(=O)(=O)c2ccccc2)c2nc3ccccc3nc2n1/N=C/c1cccc(O)c1
 : -13	20%
Cn1c(N)c(C(=O)CN2CCc3ccccc3C2)c(=O)n(C)c1=O
 : /	?
CC(NC(=O)c1ccccc1)c1nnc(SCc2nc3ccccc3c(=O)[nH]2)n1C (centres undefined)
 : /	?
CCc1nnc(NC(=O)CCn2cnc3ccccc3c2=O)s1
 : 29	11%
CC(C)N1CCN(Cc2cc3ccccc3[nH]2)CC1CCO (centres undefined)
 : 18	10%
COc1ccc(-c2ccc(/C=C(\NC(=O)c3ccccc3)C(=O)N3CCOCC3)o2)cc1
 : /	?
COCCN1C(=O)c2cc(C(=O)Nc3ccc(OC)c(OC)c3)ccc2C1Nc1ccc(OC)c(OC)c1 (centres undefined)
 : 0	1%
O=C(NC1CCCN(Cc2ccc(Cl)cc2)C1)c1ccccc1-c1ncc[nH]1 (centres undefined)
 : -13	0%
CCn1c(NC(C)=O)nc2ccccc21
 : -9	-4%
COc1ccc2cc3cc(C(=O)Nc4ccccc4N4CCN(C)CC4)oc3nc2c1
 : -15	-10%
COC(=O)c1cc(NS(=O)(=O)c2ccc(NCc3cccnc3)c(N)c2)cc(C(=O)OC)c1
 : 2	21%
CCN(CC)CCNC(=O)C1c2cc(OC)c(OC)cc2C(=O)N2CCc3ccccc3C12 (centres undefined)
 : -2	18%
COc1ccccc1-c1nnc(SCC(=O)Nc2c(Cl)cccc2Cl)o1
 : /	?
CC1=C(C(=O)OC(C)C)C(c2ccc(Br)s2)NC(=O)N1 (centres undefined)
 : /	?
CC(=C/c1ccco1)/C=N/N1CCN(c2ccccc2)CC1
 : /	?
Cc1cccc(C)c1OCc1cc(C(=O)N2CCN(c3ccccc3)CC2C)no1 (centres undefined)
 : /	?
COc1ccc(OCc2cc(C(=O)NCc3nc(C)cs3)no2)c(Cl)c1
 : /	?
COc1ccc(-c2cc(C)nc3nc(N)nn23)cc1
 : /	i
Nc1nc(Nc2ccccc2)nc(N2CCOCC2)c1[N+](=O)[O-]
 : /	?
CCOC(=O)Cc1csc(NC(=O)/C=C/c2ccc(Cl)cc2)n1
 : 3	11%
CC1CCN(C(=O)CN(c2ccc(Oc3ccccc3)cc2)S(C)(=O)=O)CC1
 : -24	1%
COc1cc(C(C#N)N2CCOCC2)ccc1O (centres undefined)
 : /	?
CCCCn1c(=O)c(CCC(=O)OCC(=O)NCc2ccc(OC)c(OC)c2)nc2ccccc21
 : 23	11%
Cc1ccc(Cn2c(O)c(N=O)c3ccccc32)cc1
 : /	?
O=C(NC1CCCC1)C1CCN(c2nccs2)CC1
 : 1	12%
O=C(CN1C(=O)NC2(CCCCC2)C1=O)Nc1ccccc1N1CCCC1
 : /	?
Cc1cc(C(=O)COC(=O)C2=NNC(=O)CC2)c(C)n1-c1cccc(C(F)(F)F)c1
 : /	?
COc1ccccc1C(=O)NCCC(=O)N(C)CC(=O)Nc1ccc(C)cc1
 : /	24%
COc1ccc(C=O)cc1CSc1nnc(COc2cccc3cccnc23)o1
 : 20	-1%
O=C1C=C(Nc2ccc(Cl)cc2)CC(c2ccco2)C1 (centres undefined)
 : 18	0%
COc1ccc2nc(CNC(=O)C3CCC(=O)N(CCc4ccccc4)C3)[nH]c2c1 (centres undefined)
 : /	?
O=C(NCC1OCCc2ccccc21)c1ccc(NC(=O)c2ccc(Cl)cc2Cl)cc1 (centres undefined)
 : /	?
Cc1oc(-c2ccc(Cl)cc2)nc1CS(=O)CC(=O)NC1CC1 (centres undefined)
 : /	?
O=C(Nc1ccc(F)cc1)N1CCCN(c2nccc(C(F)(F)F)n2)CC1
 : /	?
CC(C)(C)NC(=O)C(=O)NNC(=O)c1cccc(F)c1
 : /	?
COc1ccc(Nc2nc(-c3ccccc3F)nc3ccccc23)cc1OC
 : -26	-21%
Cc1cnc(NC(=O)CSc2nnc(-c3ccccc3)o2)s1
 : 10	-2%
c1ccc(COn2nnc3ccccc32)c(COn2nnc3ccccc32)c1
 : -14	15%
COC(=O)c1oc2ccccc2c1NC(=O)CN1CCCC1
 : 13	0%
COc1ccc(Nc2cc(C(=O)NCCCN3CCN(C)CC3)c3ccccc3n2)cc1
 : -14	-42%
c1ccc2[nH]c(CSc3nccs3)nc2c1
 : 2	5%
CC1(C)CC(=O)C=C(Nc2ccc(C(=O)O)cc2)C1
 : -11	-6%
COCCNC(=S)N1CCC(NC(=O)Nc2ccc(C)cc2)CC1
 : 3	-14%
Cn1c(COc2ccc(Cl)cc2)nnc1SCC(=O)NC1CC1
 : /	?
O=C(OCC(=O)N1CCCc2ccccc21)c1ccc(F)c(S(=O)(=O)N2CCOCC2)c1
 : 22	-17%[0.0737 µM]
CSc1nnc2c(n1)OC(C)N(C(=O)c1ccccc1)c1ccccc1-2 (centres undefined)
 : 15	5%
Cc1ccc(S(=O)(=O)C2C(=O)N(C)C3(C)CC2c2ccccc2O3)cc1C (centres undefined)
 : 2	5%
Cc1ccc(-c2ccc(C(=O)NCc3ccc(Cl)cc3)o2)c2ccccc12
 : /	?
COc1ccc(C)cc1S(=O)(=O)N(CC(=O)N1CCOCC1)c1cc(C)cc(C)c1
 : 3	4%
Cc1ccc(CNC(=O)c2csc3c2CCCCC3)cc1
 : /	i
CCCn1c(=O)c2c(nc3n2CCCN3Cc2ccccc2)n(C)c1=O
 : /	?
COC(=O)CCCNC(=O)c1ccc(OS(=O)(=O)c2cc([N+](=O)[O-])ccc2C)cc1
 : /	?
COCCNc1c(-c2ccc(OC)c(OC)c2)nc2ccc(Cl)cn12
 : 7	-19%

# Remaining list, next part:
# Every second line gives: Lipid storage S3 cell count max	Lipid storage S3
Cc1nonc1NC(=O)CSc1nc(C2CCCCC2)nc2ccccc12
 : /	?
O=C(C[n+]1ccccc1)N/N=C/c1ccc(O)cc1
 : /	i
Cc1cc(=O)n2nc(N3CCCC(C(=O)NCc4ccccc4Br)C3)sc2n1 (centres undefined)
 : -27*	1.5µM*
COc1ccccc1C(c1nnnn1C(C)C)N1CCN(C(=O)c2ccco2)CC1 (centres undefined)
 : /	?
CCC1(C(=O)c2ccc(Cl)cc2)C2c3ccccc3OC(=O)C21C(=O)Nc1ccccc1 (centres undefined)
 : /	?
Cc1cc2c(N3CCCCC3C)ncnc2s1 (centres undefined)
 : /	i
CC1CCCCN1S(=O)(=O)c1ccc(NC(=O)c2cccc(-n3cnnn3)c2)cc1 (centres undefined)
 : /	?
CCC1C(=O)N=C(SCC(=O)NC2CCCCC2)NC1=O (centres undefined)
 : /	?
CCOc1ccccc1NC(=O)C(CC(C)C)NC(=O)C1CCCCC1 (centres undefined)
 : -6	i
Cc1c(Br)c(C(F)(F)F)nn1CC(=O)NCc1ccccc1
 : 12	7%
Cc1ccccc1C(=O)c1cccn1CC(=O)NCc1ccc(Cl)cc1
 : /	?
CC(C)[C@H](NC(=O)[C@H](Cc1ccccc1)n1c(=O)[nH]c2ccccc2c1=O)C(=O)N1CCC[C@H]1C(=O)O
 : -17	-10%
CCOc1ccc(NC(=O)CN(C)c2ccc(S(=O)(=O)N3CCOCC3)cn2)cc1OCC
 : 31	i
COc1cc(CNc2ccc3[nH]c(=O)[nH]c3c2)cc(Br)c1OCc1ccc(F)cc1
 : /	?
Cc1cc(=S)cc(C)n1CCO
 : -14	6%
CCCC[C@@H]1CNC(=O)C(=O)N1CCCc1cc(OC)c(OC)c(OC)c1
 : 4	17%
Cc1ccc(S(=O)(=O)N2CCCC2CNC(=O)C(=O)NCCN2CCOCC2)cc1 (centres undefined)
 : /	?
CC(=O)c1ccc(-n2cc(-c3ccc(C(C)(C)C)cc3)[n+]3c2SCCC3)cc1
 : /	?
O=C(CCS(=O)(=O)c1ccc(Cl)cc1)Nc1nnc(-c2cccs2)o1
 : /	?
Cc1ccc(/C=C2/Sc3ccc(C(=O)N4CCN(c5ccccn5)CC4)cc3NC2=O)cc1
 : /	?
CCSCc1nnc(SCC(=O)Nc2nc3ccccc3s2)n1C
 : /	?
CCOC(=O)N1CCN(C(=O)c2ccccc2N(C)S(C)(=O)=O)CC1
 : /	?
Clc1ccc(/C=N/Nc2nn[nH]n2)cc1
 : 2	7%
CCN(CC)CCCN1C(=O)C(O)=C(C(=O)c2sc(C)nc2C)C1c1ccco1 (centres undefined)
 : /	?
CC(C)Cc1cc(CN2CCC(CO)(Cc3ccccc3)CC2)[nH]n1
 : -6	11%
Cc1ccccc1Cn1ccc(=NCc2ccccc2)cc1
 : /	?
Cc1ccc2nc(/C(C#N)=C\c3ccc(Oc4ccc([N+](=O)[O-])cn4)cc3)[nH]c2c1
 : /	?
COC(=O)C1(C)Nc2ccccc2C(=O)N1c1ccccc1C (centres undefined)
 : /	?
NC(=O)C1CC(=O)N(c2ccc(OCC(=O)NCc3ccccc3)cc2)C1 (centres undefined)
 : /	?
CCOC(=O)NC(=O)CSc1ccc(C)cc1C
 : /	?

# A second format for four compounds above:
Clc1ccc(/C=N/Nc2nn[nH]n2)cc1
- Lipid storage S3 cell count max = 2
- Lipid storage S3 = 7%
Cc1ccccc1Cn1ccc(=NCc2ccccc2)cc1
- Lipid storage S3 cell count max = /
- Lipid storage S3 = ?
O=C(CCS(=O)(=O)c1ccc(Cl)cc1)Nc1nnc(-c2cccs2)o1
- Lipid storage S3 cell count max = /
- Lipid storage S3 = ?
CCSCc1nnc(SCC(=O)Nc2nc3ccccc3s2)n1C
- Lipid storage S3 cell count max = /
- Lipid storage S3 = ?

# Continuation.
# Every second line gives: Lipid storage S3 cell count max	Lipid storage S3
c1ccc2[nH]c(NC3=NCCC3)nc2c1
 : 2	6%
CC(C)Oc1ccccc1NC(=O)CSc1nc2ccccc2c(=O)n1C
 : /	?
CNC(=O)NC(=S)NC(=O)c1ccccc1Cl
 : -5	-14%
NC(N)=N/N=C/c1ccc(OCc2ccccc2)cc1
 : /	?
CCOc1ccc(C(=O)Nc2ccccc2CC)cc1[N+](=O)[O-]
 : /	18%
CN1/C(=C\C(=O)c2cccnc2)Sc2ccccc21
 : /	?
CC(=O)NC(NC(=S)N1CCCCCC1)C(Cl)(Cl)Cl (centres undefined)
 : /	?
CCOc1cc(-c2nnn(CC(=O)N3CCCCC3)n2)ccc1OC
 : 6	26%
Cc1ccc(N=Cc2ccc(O)cc2O)cc1F
 : /	29%
CCCCCCOc1ccc(N2C(=O)CC(N3CCN(CCN=CC4C(=O)CC(C)(C)CC4=O)CC3)C2=O)cc1 (centres undefined)
 : 24	-3%
COc1cc(OC)cc(C(=O)Nc2ccccc2C(=O)NC2CC2)c1
 : /	?
Cc1ccc(C)c(N(C)C(=O)c2coc(=O)c3ccccc23)c1
 : 18	2%
Cc1noc(C)c1CSc1nnc(-c2ccccc2F)n1CCc1ccccc1
 : /	?
Cc1ccccc1N1CC(C(=O)N2CCc3ccccc32)CC1=O (centres undefined)
 : -13	i
O=S(=O)(c1cc(F)ccc1F)N1CCC2(CC1)OCCN2S(=O)(=O)c1ccccc1
 : /	?
Nc1[nH]nc2nc3ccccc3cc12
 : -8	-1%

# Screening results from PubChem.
